Gal4-VP16 FLuc – Gal4-VP16 reporter inhibition counter-screen; Drosophila S2 Gal4-VP16 UAS-luciferase, luminescence, 20 h; Potency, µM (highest dose often 53.6 µM), for inactives: top-dose activity, negative = inhibition, usual class: inhibitors; 3.5% of 310,000 active;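 also: Gal4-VP16 expression switched on by copper sulfate through the metallothionein promoter; potency is read from the fitted curve at half-maximal effect; % is scaled to controls: 0 for no effect and ±100 for the full control effect; nearly all actives have a fitted effect of over 50% in size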
KCNH2 3.1 inh – blocks the human KCNH2 3.1 channel isoform; U2OS KCNH2 3.1, thallium flux FluxOr; active compounds read low; activity change, % (tested at about 1.8 µM); 0.95% of 340,000 active; AID 720553;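 active = maximum activity change below -70%; inconclusive = maximum activity change from -70% to -50%; inactive = maximum activity change above -50%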;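 also: thallium influx rate constant from kinetic fluorescence after stimulation buffer; % is scaled to controls: 0 for no effect and ±100 for the full control effect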
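Virally transduced U2OS (3.1 isoform, 4 h infection in dark at RT) → overnight 37 C → FluxOr + Red40 in HBSS/HEPES, 45 min → stimulation buffer, 2 min kinetic read → rate constant vs DMSO controls.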
RORgamma inh – ROR gamma (mouse) transcription inhibition. P51450. Drosophila S2 Gal4-RORgamma UAS-luciferase reporter, 20 h. Potency, µM (series often up to 53.6 µM), inactives show at the top dose activity change, negative = inhibition, most hits filed as inhibitors. 5.4% of 310,000 active. AID 2551; also: potency is read from the fitted curve at half-maximal effect; % is scaled to controls: 0 for no effect and ±100 for the full control effect; nearly all actives have a fitted effect of over 60% in size
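A Gal4/UAS one-hybrid system in insect cells: metallothionein-promoter Gal4–ROR gamma fusion plus Photinus luciferase reporter. Copper sulfate 700 uM final, 20 hr ambient incubation, luminescent detection after 10 min with reagent.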
NPC1 promoter act – NPC1 promoter activation | Potency, µM (titrated, usually from 9.22 µM), without a hit: top-dose activation, actives largely listed as activators | Huh7 NPC1 promoter luciferase reporter, 24 h | AID 485313 | 2.4% of 320,000 active;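 also: potency is read from the fitted curve at half-maximal effect; % of control where 0% means no effect; nearly all actives have a fitted effect of over 60% in size; reporter is driven by a mutant NPC1 promoter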
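Luciferase expression driven by the NPC1 promoter was measured in stably transfected Huh7 cells after a 24 h compound incubation, using a luciferase reagent and a luminescence read.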
Mito fusion act – blocks mitochondrial division or promotes mitochondrial fusion; 0.23% of 320,000 active; S. cerevisiae fusion-defective mutant growth rescue, CellTiterGlo 48 h; Potency, µM (series often up to 46.1 µM), without a hit: at the top dose growth rescue (activation), actives largely listed as activators;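 also: potency is read from the fitted curve at half-maximal effect; % of control where 0% means no effect; nearly all actives have a fitted effect of over 45% in size; temperature-sensitive fusion mutants such as fzo1-1 at 37 °C on non-fermentable ethanol glycerol medium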
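Growth-rescue viability read-out: after 48 h at the non-permissive 37C in glycerol/ethanol YPEG, yeast mitochondrial fusion mutants are measured by CellTiterGlo luminescence; compounds (23 nl pinned per well) restoring growth score as division inhibitors or fusion activators.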
FLuc modulator – counter-screen for miR-21 project: firefly luciferase inhibitors or activators; P08659; purified FLuc, Km substrates, luminescence inhibition; Potency, µM (top dose mostly 57.5 µM), without a hit: at the top dose activity change, negative = inhibition, most hits filed as inhibitors; 6.9% of 360,000 active; AID 588342;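 also: potency is read from the fitted curve at half-maximal effect; plate controls were vehicle for no effect and reference inhibitor for full effect; nearly all actives have a fitted effect of over 55% in size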
Target sequence (P08659 whole entry, looked up): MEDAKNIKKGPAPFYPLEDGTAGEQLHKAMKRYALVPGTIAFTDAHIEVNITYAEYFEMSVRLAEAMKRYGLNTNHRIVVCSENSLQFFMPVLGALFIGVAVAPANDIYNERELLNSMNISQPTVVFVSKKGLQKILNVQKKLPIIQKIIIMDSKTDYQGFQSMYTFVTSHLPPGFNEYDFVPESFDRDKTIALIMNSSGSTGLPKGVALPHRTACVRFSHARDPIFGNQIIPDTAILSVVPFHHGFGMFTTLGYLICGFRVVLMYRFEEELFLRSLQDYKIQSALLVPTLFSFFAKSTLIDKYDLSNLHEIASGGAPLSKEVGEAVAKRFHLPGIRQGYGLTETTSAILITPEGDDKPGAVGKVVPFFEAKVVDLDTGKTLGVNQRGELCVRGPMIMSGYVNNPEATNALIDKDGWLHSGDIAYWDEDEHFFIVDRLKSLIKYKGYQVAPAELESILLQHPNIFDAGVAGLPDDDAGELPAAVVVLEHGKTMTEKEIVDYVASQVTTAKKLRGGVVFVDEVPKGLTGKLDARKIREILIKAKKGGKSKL
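Purified P. pyralis luciferase (10nM final) with 10uM D-luciferin and 10uM ATP (Km levels) in 50mM Tris acetate pH 7.5, 10mM Mg acetate, 0.01% Tween-20, 0.05% BSA; qHTS 6-point titration, ~60 µM downward; luminescence read.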
MBNL1-CUG inh – blocks human MBNL1 binding to CUG repeat RNA; TR-FRET MBNL1-His/biotin-(CUG)12 binding, 665/545 ratio; 0.036% of 280,000 active; Q9NR56; Potency, µM (doses to about 57.5 µM), without a hit: top-dose activity change, negative = inhibition, hits mostly inhibitors; AID 2675; active = well fitted inhibition curve with a large enough effect in the signal ratio, with a control signal flat, not every such curve was filed as active; inconclusive = small, poorly fitted or top-dose-only effect, or effect the other way, or a change in a side signal; inactive = no such curve, though single readings can be large or run the other way; the % refers to the signal ratio; also: potency is read from the fitted curve at half-maximal effect; % is scaled to controls: 0 for no effect and ±100 for the full control effect
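His-tagged MBNL1 binding to biotinylated (CUG)12 RNA was measured by TR-FRET using terbium anti-His antibody (0.055 ng/ul final) and streptavidin-XL665 (5 nM final). Compounds were titrated 92 nM to 58 uM; 60 min at room temperature.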
Rab9 promoter act – activates the Rab9 promoter; Huh7 Rab9 promoter-luciferase reporter, luminescence, 24 h; Potency, µM (doses to about 9.22 µM), for the others: at the highest dose activation, negative = inhibition, usual class: activators; 2.8% of 320,000 active; also: potency is read from the fitted curve at half-maximal effect; % of control where 0% means no effect; nearly all actives have a fitted effect of over 60% in size
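Stable Rab9-luc Huh7, 1500 cells/well, 2 h settle; cmpd in DMSO, 24 h, 37 °C/5% CO2; luciferase reagent 10 min RT; luminescence.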
Menin MLL FP TR – inhibitors of human menin-MLL interaction, mutant MLL peptide; 0.23% of 270,000 active; Potency, µM (doses to about 61.6 µM), for inactives: at the highest dose FP activity change, negative = inhibition, most hits filed as inhibitors; AID 1768; O00255; Menin + Texas Red MLL mutant peptide, fluorescence polarization; active = well fitted inhibition curve with a large enough effect in the polarisation, with a control signal flat, not every such curve was filed as active; inconclusive = small, poorly fitted or top-dose-only effect, or effect the other way, or a change in a side signal; inactive = no such curve, though single readings can be large or run the other way; the % refers to the polarisation; also: potency is read from the fitted curve at half-maximal effect; % of control where 0% means no effect; many of its hits are not listed in these tables
Target sequence (O00255 whole entry, looked up): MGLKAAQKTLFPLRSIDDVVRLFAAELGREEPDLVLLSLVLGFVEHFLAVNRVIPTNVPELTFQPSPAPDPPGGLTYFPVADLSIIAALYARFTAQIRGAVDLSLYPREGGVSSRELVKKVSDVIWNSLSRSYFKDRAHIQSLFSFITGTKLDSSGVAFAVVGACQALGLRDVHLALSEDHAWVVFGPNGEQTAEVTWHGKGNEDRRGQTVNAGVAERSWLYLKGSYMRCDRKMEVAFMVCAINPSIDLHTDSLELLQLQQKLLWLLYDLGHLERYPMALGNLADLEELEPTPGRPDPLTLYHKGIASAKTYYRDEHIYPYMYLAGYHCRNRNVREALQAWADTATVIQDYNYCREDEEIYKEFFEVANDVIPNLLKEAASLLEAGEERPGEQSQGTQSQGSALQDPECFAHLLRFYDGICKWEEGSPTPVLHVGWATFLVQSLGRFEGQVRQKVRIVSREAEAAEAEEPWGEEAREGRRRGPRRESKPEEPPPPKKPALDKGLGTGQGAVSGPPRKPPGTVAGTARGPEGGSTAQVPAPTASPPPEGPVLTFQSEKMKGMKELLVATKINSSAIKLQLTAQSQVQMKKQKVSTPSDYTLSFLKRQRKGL
PKM2 act – increases activity of human pyruvate kinase M2; P14618; purified PKM2, Kinase-Glo ATP luminescence, activation; response scale: 0% is enzyme alone, no compound; Potency, µM (highest dose often 57.5 µM), inactives show at the top dose activation, hits mostly activators; 0.34% of 260,000 active; also: potency is read from the fitted curve at half-maximal effect; % is scaled to controls: 0 for no effect and ±100 for the full control effect; nearly all actives have a fitted effect of over 55% in size
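Kinase-Glo luminescence reports ATP generated from ADP (0.1 mM) and PEP (0.5 mM) by purified hPK-M2 after 1 h at room temperature, pH 7.2 imidazole buffer; intermediate enzyme activity allows detecting inhibitors and activators.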
ELG1 DNA repair – inhibitors of ELG1-dependent DNA repair in HEK293T cells; HEK293T ELG1-luciferase reporter, luminescence, 16 h; DNA damage induced by 5-fluorouridine; Potency, µM (series often up to 46.1 µM), for the others: at the top dose activity change, negative = inhibition, most hits filed as inhibitors; 2.3% of 330,000 active; AID 504467; also: potency is read from the fitted curve at half-maximal effect; % is scaled to controls: 0 for no effect and ±100 for the full control effect; nearly all actives have a fitted effect of over 55% in size
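DMSO vehicle served as the neutral condition. Each well held 2,000 cells given 5-fluorouridine plus compound; after 16 hr at 37 °C/5% CO2, ONE-Glo was added and luciferase measured 30 min later.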
Starred values were filed as active, the others as inactive; ? = inconclusive; · = no result given; [ ] = dose if it differs, or a comment. Unless noted, calls follow the shape of the dose curve; as a rule, active = well fitted curve in the direction sought with a large enough effect; inconclusive = small, poorly fitted or top-dose-only effect, or another doubt; inactive = no such curve, though single readings can be large; an effect the other way counts as inactive or inconclusive. This is a subset (hit frequency here may not be typical).

SMILES	Gal4-VP16 FLuc	KCNH2 3.1 inh	RORgamma inh	NPC1 promoter act	Mito fusion act	FLuc modulator	MBNL1-CUG inh	Rab9 promoter act	Menin MLL FP TR	PKM2 act	ELG1 DNA repair
Cn1c(=O)c2c(nc(NCCCO)n2Cc2cccc(C(F)(F)F)c2)n(C)c1=O	-4%	0	?	-5%	-7%	0%	0%	-11%	-5%	-5%	-9%
CCn1c(SCC(N)=O)nnc1-c1ccc2[nH]c(C)c(C)c2c1	-7%	0	8%	1%	-5%	-2%	1%	-1%	5%	15%	16%
CN(CCCN1CCOCC1)C(=O)c1cc(COc2c(F)cccc2F)on1	-4%	-1	-4%	3%	-1%	-4%	-5%	3%	1%	1%	13%
Cc1ccc(Cn2cccc2C2=NC(C)CO2)cc1 (stereo unspecified)	-7%	3	18µM*	-2%	-2%	-1%	-1%	-3%	-11%	1%	-1%
CC(=O)N1c2ccc(S(=O)(=O)NCCC(=O)NCCc3ccc(Cl)cc3)cc2CC1C (stereo unspecified)	-8%	7	?	-4%	-1%	3%	-5%	-3%	3%	1%[0.46 µM]	-25%
CN(C)c1ccc(NC2=C(Cl)C(=O)c3ccccc3C2=O)cc1	?	-45	16µM*	1%	5%	7.6µM*	?	-41%[inhibitor]	?	-7%	?
S=C(Nc1cccc(Br)c1)N1CCn2cccc2C1c1cccnc1 (stereo unspecified)	0%	-13	-5%	-9%	-6%	1%	4%	-3%	?	-2%	?
Cc1ccc(OCC(=O)N/N=C/c2cccnc2)cc1C	-3%	-6	21%	-3%	-8%	-5%	6%	-5%	-9%	-6%	1%
CCc1nnc(SCC(=O)Nc2ccccc2)nc1CC	-3%	8	-20%	0%	-2%	1%	1%	5%	9%	3%	-5%
O=C(Nc1nnc(SCC(=O)N2CCCCC2)s1)c1cccs1	-5%	6	15%	2%	6%	19µM*	4%	17%	-8%	-7%	?
Cc1ccc(-c2noc(CN(C(=O)C34CC5CC(CC(C5)C3)C4)C(C)C)n2)cc1	-8%	5	-5%	-1%	0%	6%	3%	3%	?	2%	-7%
Cc1nc2c3ccccc3n(CCN3CCCCC3)c2s1	6%	·	19%	-2%	-1%	4%	-18%	0%	·	1%	-15%
CCC(=O)c1ccc2c(c1)N(CCCN(C)C)c1ccccc1S2	-3%	3	1%	-20%[46.1 µM]	-50%[inhibitor]	·	·	-18%[46.1 µM]	?	·	·
C[C@@H]1C(c2ccc(F)cc2)=NN(c2ccc(Br)cc2)[C@H]1C(=O)N1CCOC1=O	-6%	-7	2%	·	·	·	·	·	?	·	?
COc1cccc(/C=C/C(=O)N2CCN(c3ccccn3)CC2)c1	3%	-6	-13%	8%	1%	?	-6%	-3%	·	1%	?
COc1ccc(C(OCC2CO2)c2ccc(OC)cc2)cc1 (stereo unspecified)	4%	·	8%	-3%	26%	-5%	-2%	-1%	-11%	0%	12%
COC(=O)c1nnn(CC(=O)Nc2cccc(Cl)c2C)c1C(=O)OC	10%	-23	?	1%	2%	5%	11%	-3%	-1%	5%	-2%
CCC(C(=O)c1ccc2ncccc2c1)c1ccccc1 (stereo unspecified)	?	9	45%	-4%	?	4%	4%	-6%	7%	-1%	-16%
COc1cccc(N(C(=O)CNC(=O)c2ccco2)C(C(=O)NC2CCCC2)c2ccncc2)c1 (stereo unspecified)	-9%	-3	23%	6%	0%	0%	-9%	-4%	-6%	-2%	4%
COc1ccc(C(CC(=O)Nc2ccc(C)cn2)N2Cc3ccccc3C2=O)cc1 (stereo unspecified)	-3%	-1	-9%	-1%	2%	0%	-5%	-2%	-4%	·	0%
Cc1ccc(NC(=O)c2ccc(S(=O)(=O)N3CCCCC3)cc2)nc1	·	3	·	-2%	2%	?	·	2%	·	·	6%
CC(=O)c1cccc(NC(=O)c2ccc(N(Cc3ccccc3)S(C)(=O)=O)cc2)c1	2%	-2	1%	-2%	1%	2%	2%	0%	36%[activator]	-13%	?
Cc1cccc(N(C)C(=O)c2cc3cc4ccc(C)cc4nc3o2)c1	-11%[0.365 µM]	-28	7%	-3%	-2%	15µM*	16%	13%	-9%	-7%	?
Cc1ccc(C2(c3noc(CN(C)CC4COCCO4)n3)CCCC2)cc1 (stereo unspecified)	-4%	-12	-6%	3%	-1%	0%	1%	4%	?	-9%	10%
CCc1ccc(-c2nc(CS(=O)CC(=O)NCc3ccco3)c(C)o2)cc1 (stereo unspecified)	-7%	-6	6%	-1%	8%	?	6%	-2%	-4%	-4%[0.46 µM]	1%
CCc1ccccc1NC(=O)CNCC(=O)Nc1ccccc1CC	-1%	7	0%	-1%	14%	-1%	-11%	-2%	-29%	·	4%
CCCNC(=S)N1CCC(Cc2ccccc2)CC1	-28%	-11	?	-3%	-3%	-11%	-1%	-3%	·	·	2%
CC(c1ccon1)N(C)Cc1cn(C)nc1-c1cccc(Cl)c1 (stereo unspecified)	5%	-6	-1%	-5%	6%	-1%	6%	2%	-2%	-2%	-3%
CCOc1ccccc1OCCC(=O)N1CCN(S(=O)(=O)c2ccccc2[N+](=O)[O-])CC1	·	0	·	-9%	-1%	2%	·	3%	·	·	?
CCCNC(=O)C/C(C)=N/NC(=O)COc1ccc(C)cc1Br	-10%	15	18%	?	-3%	0%	-15%	6%	-2%	4%	-14%
CCOC(=O)CNC(=O)CN1C(=O)CCS(=O)(=O)c2ccccc21	-4%	3	?	-1%	-4%	-1%	?	-2%	-21%	10%	-3%
CC(C)(C)C(=O)CC1(O)C(=O)N(Cc2ccccc2)c2ccccc21 (stereo unspecified)	-4%	-3	-4%	0%	-1%	2%	-1%	-6%	-8%	-2%	-16%
Cc1ccc(NC(NC(=O)Cc2ccccc2)C(Cl)(Cl)Cl)cc1 (stereo unspecified)	-8%	2	18%	-1%	0%	7%	1%	-3%	9%	10%	-6%
O=C(Nc1cc(S(=O)(=O)N2CCCC2)ccc1Cl)C1=COCCO1	-6%	-1	-9%	-3%	-1%	3%	-12%	-4%	6%	-1%	-4%
COc1cccc2c(=O)n(CC(=O)N3CCc4ccccc43)ccc12	-4%	25	-4%	4%	-2%	0%	-1%	-5%	-5%	-6%	18%
Cc1ccc(C2SCC(=O)N2Cc2ccccc2)cc1 (stereo unspecified)	0%	7	7%	1%	3%	-2%	1%	-2%	?	·	-3%
COc1ccc(N(CC(=O)NCCc2ccccc2)C(=O)c2csnn2)cc1	0%	0	1%	9%	-2%	-2%	-3%	16%	15%	-1%	?
Cc1ccc2nc(-c3ccccn3)[nH]c2c1	6.3µM*	8	4µM*	?	-14%	1.3µM*	8%	0.35µM*	-7%	-65%	?
COc1ccc(C)cc1NC(=O)C1CCN(S(=O)(=O)c2ccc3c(c2)NC(=O)CO3)CC1	-3%	9	2%	-4%	-2%	1%	-5%	0%	·	·	?
CCOC(=O)c1ccc(OC)c(OC)c1Cl	-3%	7	16%	-4%	-2%	3%	-4%	-3%	·	-1%	6%
O=C(CN1C(=O)C2C3C=CC(C3)C2C1=O)Nc1ccc2c(c1)OCCO2 (stereo unspecified)	15%	2	?	?	0%	17µM*	-3%	3.5µM*	1%	0%	?
COc1cc(/C=C2/CC(C)OC2=O)c([N+](=O)[O-])cc1OC (stereo unspecified)	1%	-22	8%	3%	0%	-6%	?	-6%	-26%	2%[11.5 µM]	-1%
O=C(NCN1CCN(c2ccccn2)CC1)c1cnccn1	7%	16	3%	0%	-6%	5%[2.3 µM]	3%	2%	-6%	2%	0%
CCOC(=O)COc1ccc2cc(C(=O)OCC)c(=O)oc2c1	-4%	-11	-11%	-5%	-3%	2%	?	3%	9%	0%	2%
COC(CNC(=O)C1CC(=O)N(CCc2ccccc2)C1)OC (stereo unspecified)	-9%	16	4%	-1%	1%	3%	-3%	-2%	-7%	-6%	4%
CCOC(=O)C1CCN(C(=O)c2ccc(OC3CCN(C(=O)CCOC)CC3)cc2)CC1	-2%	·	28%	1%	-3%	4%	1%	10%	-18%	-1%	-9%
CCN(CC)S(=O)(=O)c1ccc(OCC(=O)NCc2ccccc2)cc1	-9%	-6	35%	-1%	-2%	1%	-6%	0%	10%	-7%	-18%
CCOC(=O)NNC(=O)CCn1c2c(c3ccccc31)CCCC2	-23%	-26	17%	8%	6%	-9%	-5%	0%	·	0%	18µM*

High-throughput results deposited in PubChem BioAssay by National Center for Advancing Translational Sciences (NCATS).
